KB-V1 MDR tox: qHTS assay for MDR1-selective chemotherapeutics: Primary screen using the drug-selected MDR subline cells KB-V1; KB-V1 MDR cells viability, CellTiter-Glo, 72 h; 400,000 tested, 3.4% active; Potency, µM (highest dose often 46.1 µM), inactives show at the highest dose activity change, negative = cytotoxicity, most hits filed as cytotoxic; also: % is scaled to controls: 0 for no effect and ±100 for the full control effect; nearly all actives have a fitted effect of over 60% in size
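KB-V1 MDR subline cells in DMEM (phenol-red free, 10% FBS) exposed to compounds in qHTS concentration series for 72 h at 37 degrees C. Viability read by CellTiter-Glo luminescence; concentration-effect curves fitted after normalization and correction.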
HT1080 IDH1KD tx: qHTS for induction of synthetic lethality in tumor cells producing 2HG: qHTS for the HT-1080-IDH1KD cell line. HT-1080 IDH1 knockdown viability, ATP luminescence, 48 h. Potency, µM (highest dose often 46.1 µM), inactives show at the highest dose activity, negative = toxicity, hits mostly cytotoxic. 360,000 tested, 2% active. AID 686971, 2013;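 also: 0% = DMSO wells and -100% = cell-free medium wells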
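Assay cells: HT-1080 with IDH1 knockdown, 750 per well, RPMI/5% FBS. Exposure: 48 h at 37 °C following 2 h pre-incubation. Read: CellTiter-Glo luminescence; fitted concentration-response, curve class assigned.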
SW480 rereplic: A quantitative high throughput screen for small molecules that induce DNA re-replication in SW480 colon adenocarcinoma cells; SW480 DNA re-replication, Hoechst DNA content imaging, 48 h; Potency, µM (top dose mostly 46.1 µM), without a hit: at the top dose re-replication activation, most hits filed as activators; 340,000 tested, 1.8% active; AID 624297, 2012; also: % of control where 0% means no effect; nearly all actives have a fitted effect of over 55% in size
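Treated cells incubate 48 hr (37 C, 5% CO2), are stained 40 min with Hoechst, and nuclear fluorescence is enumerated; a rise in nuclei with high DNA signal marks re-replication.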
HT1080NT lethal: qHTS for induction of synthetic lethality in tumor cells producing 2HG: qHTS for the HT-1080-NT fibrosarcoma cell line; HT-1080-NT fibrosarcoma viability, CellTiter-Glo ATP luminescence, 48 h; AID 686970, 2013; 360,000 tested, 1.6% active; Potency, µM (top dose mostly 46.1 µM), for the others: top-dose activity, negative = less viability, actives largely listed as cytotoxic;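 also: NT is the 2HG producing partner of a matched IDH1 knockdown line; 0% = DMSO-treated cells and -100% = media-only wells without cells; nearly all actives have a fitted effect of over 55% in size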
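HT-1080-NT fibrosarcoma cells (2HG-overproducing), 750 cells/well in RPMI with 5% FBS, dosed after 2 h and incubated 48 h at 37C. CellTiter-Glo luminescence normalized to DMSO and no-cell wells; concentration-response curves fitted and classed.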
GLP1R ag: qHTS of GLP-1 Receptor Agonists; HEK293 GLP-1R CRE-luciferase, luminescence, 4-6 h; cells express a hypersensitive GLP-1R form; 380,000 tested, 0.007% active; Potency, µM (titrated, usually from 45.6 µM), for inactives: at the top dose activation, most hits filed as activators; AID 624172, 2012; also: % of control where 0% means no effect
Target sequence (P43220 whole entry, looked up): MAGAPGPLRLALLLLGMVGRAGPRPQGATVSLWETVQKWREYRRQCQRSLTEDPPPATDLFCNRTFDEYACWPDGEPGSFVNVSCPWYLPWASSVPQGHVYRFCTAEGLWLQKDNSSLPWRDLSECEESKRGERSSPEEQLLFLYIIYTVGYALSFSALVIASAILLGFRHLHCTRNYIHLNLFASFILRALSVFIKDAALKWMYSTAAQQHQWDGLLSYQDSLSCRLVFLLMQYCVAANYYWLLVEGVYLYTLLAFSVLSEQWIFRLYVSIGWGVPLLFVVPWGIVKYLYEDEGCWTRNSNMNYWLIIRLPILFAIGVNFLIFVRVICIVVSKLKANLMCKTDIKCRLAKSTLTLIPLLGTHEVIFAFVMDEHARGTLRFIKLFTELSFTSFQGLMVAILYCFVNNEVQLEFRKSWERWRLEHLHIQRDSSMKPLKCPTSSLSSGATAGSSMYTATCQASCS
GLP1R cytotox: qHTS of GLP-1 Receptor Inverse Agonists: Cytotox Screen. HEK293 cAMP-luciferase reporter cells, luminescence, 24 h. Potency, µM (highest dose often 38.3 µM), for inactives: top-dose activity change, negative = inhibition, hits mostly inhibitors. 410,000 tested, 0.13% active. AID 624418, 2012;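 also: loss of luciferase light is scored as toxicity; % is scaled to controls: 0 for no effect and ±100 for the full control effect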
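Compound-treated cells are incubated 24 hr at 37 deg C under 5% CO2 after a 12 hour attachment period, then luciferase detection reagent is added and luminescence is measured following 12 min at room temperature; lowered signal indicates toxicity.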
GLP-1R inv ag: qHTS of GLP-1 Receptor Inverse Agonists (Inhibition Mode); AID 624417, 2012; HEK293 GLP-1R CRE-luciferase, luminescence, 24 h; GLP-1R form is constitutively active; 410,000 tested, 1.6% active; Potency, µM (series often up to 38.3 µM), for the others: at the top dose activity change, negative = inhibition, usual class: inhibitors; also: % is scaled to controls: 0 for no effect and ±100 for the full control effect; nearly all actives have a fitted effect of over 55% in size
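Readout was luciferase luminescence, measured 12 min after detection reagent at room temperature. Beforehand, GLP-1R reporter HEK293 cells had sat 12 h, then received compounds for 24 hr at 37 deg C.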
KB-3-1 tox: qHTS assay for MDR1-selective chemotherapeutics: Primary screen using the parental adenocarcinoma cell KB-3-1; AID 1347075, 2019; 400,000 tested, 1.4% active; Potency, µM (series often up to 46.1 µM), inactives show at the top dose activity change, negative = cytotoxic, actives largely listed as cytotoxic; KB-3-1 viability, CellTiter-Glo ATP luminescence, 72 h; also: % is scaled to controls: 0 for no effect and ±100 for the full control effect; nearly all actives have a fitted effect of over 60% in size
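Multi-concentration cytotoxicity screen in KB-3-1 cells grown in DMEM lacking phenol red with 10% FBS. After 72 h at 37 °C with compound, ATP-dependent luminescence was recorded.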
TDP-43 yeast inh: qHTS of TDP-43 Inhibitors | TDP-43 expressing yeast growth rescue, BacTiter-Glo, 24 h | Potency, µM (top dose mostly 46.1 µM), for the others: at the top dose growth rescue (activation), hits mostly activators | 410,000 tested, 1.8% active | AID 652104, 2013; also: % of control where 0% means no effect; nearly all actives have a fitted effect of over 50% in size
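Readout is BacTiter-Glo luminescence of cell growth, so inhibitors register as activators. TDP-43-expressing yeast at OD600=0.02 in galactose medium, after raffinose pregrowth to mid-log, were incubated with compound for 24 hr at 30 deg C.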
* hit, by the source's call; ? = inconclusive; · = no result given; [ ] = remark or other dose. Calls follow the shape of the dose curve; as a rule, active = well fitted curve in the direction sought with a large enough effect; inconclusive = small, poorly fitted or top-dose-only effect, or another doubt; inactive = no such curve, though single readings can be large; an effect the other way counts as inactive or inconclusive. Potency is read from the fitted curve at half-maximal effect.

SMILES	KB-V1 MDR tox	HT1080 IDH1KD tx	SW480 rereplic	HT1080NT lethal	GLP1R ag	GLP1R cytotox	GLP-1R inv ag	KB-3-1 tox	TDP-43 yeast inh
CCOc1ccc2nc(NC(=O)c3ccc(OCC4CCCO4)cc3)sc2c1 (stereo not drawn)	?	?	28%	?	-1%	0%	-2%	-29%	?
O=S(=O)(c1ccccc1)N(Cc1ccc(Cl)cc1)c1ccncc1	2%	-3%	4%	-2%	1%	4%	12%	-1%	9%
Cn1cccc1/C=N/NC(N)=S	2%	15%	-7%	3%	17%	-20%	4%	-3%	-13%[1.82 µM]
CCOC(=O)CNc1nc(Cl)nc(NC(C)(C)C)n1	-19%	-4%	12%	-8%	4%	-9%	-34%	-1%	-8%
CCOC1OC(=O)C(Cl)=C1Nc1ccc(C)cc1 (stereo not drawn)	-3%	-3%	?	4%	7%	-1%	?	-5%	23%
CN(Cc1nc(-c2cnccn2)no1)CC1(c2ccccc2)CC1(C)C (stereo not drawn)	-9%	?	5%	-22%	-1%	0%	?	-5%	-15%
Cc1ccc(S(=O)(=O)N2CCN(C(=O)CCc3c[nH]c4ccccc34)CC2)c(C)c1	0%	-2%	10%	-2%	-3%	-10%	?	-1%	-23%
CCn1c(SCC(=O)Nc2oc(C)c3c(C)n[nH]c(=O)c23)nc2sc(C)c(C)c2c1=O	-7%	5%	-11%	-6%	3%	5%	6%	12%	-4%
O=C(CCC(=O)N1CCOCC1)NCCc1ccc(Cl)cc1Cl	·	-5%	0%	6%	-2%	0%	8%	·	9%
c1ccc(COc2cccc(CN3CCCCC3)c2)cc1	1%	-1%	13%	-2%	2%	8%	-31%	15%	-6%
CC(=O)NC(CC(=O)O)c1ccc(F)cc1 (stereo not drawn)	0%	12%	0%	16%	0%	-5%	21%	4%	-2%
N#Cc1c(N)n(-c2ccc(O)cc2)c2nc3ccccc3nc12	21%	-11%	-3%	-15%	15%	-2%	48%	?	-15%
COc1ccc2oc(-c3ccc(C)c(NC(=O)c4sc5ccccc5c4Cl)c3)nc2c1	12%	·	·	·	-2%	-4%	7%	3%	-4%
Cc1cc(C#N)c(SCC(N)=O)nc1-c1ccc(F)cc1	-17%	-5%	-1%	-11%	16%	24%	99%[activator]	-11%	12%
CC(CN1CCOCC1)OC(=O)c1ccc(Br)cc1 (stereo not drawn)	?	?	?	?	1%	?	?	?	-93%[inhibitor]
COc1ccc(-n2ncc3c(=O)n(CC(=O)N4CCCc5ccccc54)cnc32)cc1	?	3%	-19%	-1%	-5%	-6%	2%	?	-4%
Cc1ccc(S(=O)(=O)NCCC(=O)NC2CC2)cc1	-1%	2%	-1%	0%	-8%	-2%	-2%	0%	3%
COC(=O)[C@]12CCCCC=C1N(CCc1ccc(OC)c(OC)c1)C(=O)[C@H](CC(=O)NCc1cccc3ccccc13)C2	21µM*	?	·	?	·	-8%	?	-20%	3%
O=C(CNC(=O)c1ccccc1)OCc1cc(=O)n2ccsc2n1	?	·	·	·	·	-19%	0%	18%	26%
CCc1nnc(NC(=O)c2c(C)nn(-c3ccccc3)c2Cl)s1	-3%	-1%	6%	0%	-10%	-3%	0%	-2%	7%
Cc1ccc(CN(C(=O)COc2ccc(Br)cc2)C2CCS(=O)(=O)C2)o1 (stereo not drawn)	23%	-13%	?	-8%	2%	-2%	?	-1%	10%
CCOc1cc(N2CCOCC2)c(OCC)cc1NS(=O)(=O)c1ccc2c(c1)CC(=O)N2	16%	0%	·	3%	1%	-5%	15%	0%	17%
COc1cc(/C=N/NC(=O)C(=O)NCc2ccco2)ccc1O	0%	-1%	2%	9%	1%	22%	-15%	-6%	-7%
CCOC(=O)c1ccc(NC(=O)CCc2c(C)nc3ncnn3c2C)cc1	-6%	0%	-9%	-1%	-2%	-5%	13%	22%	0%
O=C(CSc1nc2ccccc2n1CCc1ccccc1)N1CCOCC1	-29%	12%	-8%	0%	0%	-17%	?	12%	15%

Brought forward from above: 4 compounds, then new ones.
SMILES	KB-V1 MDR tox	HT1080 IDH1KD tx	SW480 rereplic	HT1080NT lethal	GLP1R ag	GLP1R cytotox	GLP-1R inv ag	KB-3-1 tox	TDP-43 yeast inh
CCOc1cc(N2CCOCC2)c(OCC)cc1NS(=O)(=O)c1ccc2c(c1)CC(=O)N2	16%	0%	·	3%	1%	-5%	15%	0%	17%
COc1cc(/C=N/NC(=O)C(=O)NCc2ccco2)ccc1O	0%	-1%	2%	9%	1%	22%	-15%	-6%	-7%
CCOC(=O)c1ccc(NC(=O)CCc2c(C)nc3ncnn3c2C)cc1	-6%	0%	-9%	-1%	-2%	-5%	13%	22%	0%
O=C(CSc1nc2ccccc2n1CCc1ccccc1)N1CCOCC1	-29%	12%	-8%	0%	0%	-17%	?	12%	15%
CN(Cc1ccccc1)C(=O)COC(=O)CN1C(=O)c2ccccc2C1=O	0%	3%	-9%	-2%	11%	-8%	17%	10%	19%
CCCCN(C(=O)C1=COCCO1)c1c(N)n(Cc2ccccc2)c(=O)[nH]c1=O	-20%	-1%	1%	-4%	0%	3%	-2%	-7%	-5%
O=C1CC(=C(c2ccccc2)c2ccccc2)C(=O)N1CCCCN1CCN(c2cccc(Cl)c2)CC1	?	?	3%[9.22 µM]	?	-9%	-23%	?	0%	-27%
COc1ccc(C(=O)N2CCC(O)(c3ccc(Cl)cc3)CC2)cc1OC	-12%	3%	-13%	-12%	6%	3%	23%	3%	0%
CC(C)(C)OC(=O)C1=C(CO)CS[C@@H]2[C@H](NC(=O)Cc3ccccc3)C(=O)N12	0%	7%	-42%[inhibitor]	6%	0%	-5%	-5%	0%	22%
Fc1ccccc1CSc1nnc(-c2cnccn2)n1Cc1ccco1	18µM*	15%	-93%[inhibitor]	0%	21%	-18%	7%	8%	55%
Cc1nn(CC(O)Cn2cnc3c2c(=O)n(C)c(=O)n3C)c(C)c1Br (stereo not drawn)	-4%	12%	-3%	8%	-2%	2%	2%	-1%	-8%
O=C(Nc1ccccc1C(=O)NCCCn1ccnc1)c1ccccc1	9%	18%	-2%	12%	7%	7%	3%	-24%	-23%
Cc1ccc(CNC(=O)C2CCCN2C(=O)NCc2ccccc2)cc1 (stereo not drawn)	1%	16%	-5%	24%	0%	-12%	7%	-5%	8%
Cc1ccc(C(=O)N2CCCCC2)cc1S(=O)(=O)N1CCCC1	-4%	7%	1%	0%	9%	-3%	3%	-9%	4%
COc1cc(OC)cc(C(=O)NCc2nc(-c3ccccc3)no2)c1	-1%	4%	-6%	-1%	21%	2%	-2%	0%	-2%
CCOC(=O)c1c(C)[nH]c(C)c1C(=O)COC(=O)C1CCCN1S(=O)(=O)c1ccccc1F (stereo not drawn)	3%	0%	0%	1%	22%	-1%	10%	-4%	-1%
O=C(Nc1ccc(Br)cn1)c1cccc2c1-c1ccccc1C2=O	?	-1%	-2%	-4%	-2%	-13%	?	?	-6%
CCCOC(=O)c1c(NC(=O)C2c3ccccc3Oc3ccccc32)sc2c1CCCC2	4%	·	·	·	·	16%	3%	-1%	0%
NC(=O)COC(=O)c1ccccc1SCC(=O)NC1CCCCCC1	?	-1%	-4%	-2%	14%	-11%	-22%	8%	1%
COc1cc2cc(C(N)=O)c(N)nc2cc1OC	10%	-7%	-4%	-5%	26%	483%[activator]	92%[activator]	2%	-25%
O=C(N1CCc2[nH]c3ccccc3c2C1)C(F)(F)F	2%	-4%	-8%	-4%	4%	24%	-2%	0%	18%
Cc1ccc2c(C)c(C(=O)NCc3ccc(S(N)(=O)=O)cc3)oc2c1	4%	-17%	-2%	-20%	16%	13%	18%	5%	13%
O=c1c([N+](=O)[O-])c(N2CCOCC2)c2ccccc2n1Cc1ccccc1	?	-22%	-6%	-23%	8%	1%	?	-20%	-9%[9.22 µM]
COc1ccc(NC(=O)c2cc3c(Cl)nc4ccccc4c3s2)c(OC)c1	-6%	-1%	1%	-1%	-6%	4%[1.53 µM]	?	-3%	12%
CCOC(=O)c1cnc2c(-c3ccccc3)cnn2c1C	0%	?	-8%	27%	12%	-4%	24%	-6%	-7%
CCC(C)n1cnc2c(c1=O)c1nc3ccccc3nc1n2Cc1ccccc1OC (stereo not drawn)	-5%	14%	6%	11%	9%	-6%	5%	0%	-7%
COc1cc(/C(C)=N\NC(N)=S)cc(OC)c1OC	-25%	18%	?	2%	13%	?	-12%	1%	19%
COCC1CCCCN1C(=O)c1cc(COc2ccc(C)c(C)c2)on1 (stereo not drawn)	-26%	-3%	·	-2%	10%	-10%	?	5%	25%
CC1(C(=O)O)CCCN1C(=O)c1ccco1 (stereo not drawn)	4%	20%	·	?	-4%	-10%	21%	0%	?
O=C(CCCCn1c(=O)c2ccccc2n(Cc2ccccc2Cl)c1=O)NCCc1ccccc1	-21%	·	·	·	1%	0%	-6%	-11%	-2%
O=C(Cc1ccccc1)NC(NNc1ccccc1)(C(F)(F)F)C(F)(F)F	19%	0%	-1%	-1%	18%	1%	?	3%	12%
O=C(NCC1CCCO1)C12CN(Cc3ccccc3)CC1C(c1cccc([N+](=O)[O-])c1)=NO2 (stereo not drawn)	4%	-2%	3%	4%	-1%	6%	-14%	2%	3%
CCOc1ncccc1C(=O)Nc1cc(S(=O)(=O)N2CCOCC2)ccc1OCC(F)(F)F	-12%	2%	?	-9%	2%	-6%	22%	-5%	-7%

Screening results: PubChem BioAssay, National Center for Advancing Translational Sciences (NCATS)
